# ELG1 genotoxic: induces genotoxicity in HEK293T cells with luciferase-tagged ELG1; HEK293T ELG1-luciferase reporter, luminescence, 16 h; Potency, µM (titrated, usually from 46 µM), for inactives: at the top dose activity change, positive = activation, usual class: activators; 330,000 compounds, 1.3% hits; AID 504466; note: potency is the fitted concentration of half-maximal effect; % of control where 0% means no effect; nearly all actives have a fitted effect of over 60% in size
#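 ELG1-luciferase HEK293T cells, 2,000/well; compound pinned in; 16 hr, 37 °C, 5% CO2; ONE-Glo, 30 min RT; luminescence on CCD imager.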
# FLuc modulator: inhibits or activates purified firefly luciferase, miR-21 counter-screen. AID 588342. Potency, µM (titrated, usually from 57.5 µM), without a hit: top-dose activity change, negative = inhibition, hits mostly inhibitors. P08659. purified FLuc, Km substrates, luminescence inhibition. 360,000 compounds, 6.9% hits;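 note: potency is the fitted concentration of half-maximal effect; plate controls were vehicle for no effect and reference inhibitor for full effect; nearly all actives have a fitted effect of over 55% in size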
#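 Purified P. pyralis luciferase (10nM final) with 10uM D-luciferin and 10uM ATP (Km levels) in 50mM Tris acetate pH 7.5, 10mM Mg acetate, 0.01% Tween-20, 0.05% BSA; qHTS 6-point titration, ~60 µM downward; luminescence read.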
# BRCA1 expr up: increases BRCA1 expression; 380,000 compounds, 1.1% hits; Potency, µM (series often up to 46.1 µM), for inactives: at the highest dose activation, actives largely listed as activators; MCF7-BRCA1-FFLuc reporter, luminescence, 48 h; response scale: scaled: vehicle 0%, 10 µM genistein 100%; note: potency is the fitted concentration of half-maximal effect; nearly all actives have a fitted effect of over 80% in size; some results filed as inactive show a strong effect at the top dose
#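 Compounds are tested at multiple concentrations on MCF7 BRCA1-luciferase reporter cells seeded at 2000 per well; after 48 h, a single luminescence end-point is taken and curves fitted to the normalized data.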
# PKM2 act: PKM2 (human) enzyme activation; AID 1631; Potency, µM (highest dose often 57.5 µM), without a hit: at the top dose activation, usual class: activators; 260,000 compounds, 0.34% hits; P14618; purified PKM2, Kinase-Glo ATP luminescence, activation; response scale: 0% is enzyme alone, no compound; note: potency is the fitted concentration of half-maximal effect; % is set by controls: 0 for no effect and ±100 for the full control effect; nearly all actives have a fitted effect of over 55% in size
# Target sequence (P14618 whole entry, looked up): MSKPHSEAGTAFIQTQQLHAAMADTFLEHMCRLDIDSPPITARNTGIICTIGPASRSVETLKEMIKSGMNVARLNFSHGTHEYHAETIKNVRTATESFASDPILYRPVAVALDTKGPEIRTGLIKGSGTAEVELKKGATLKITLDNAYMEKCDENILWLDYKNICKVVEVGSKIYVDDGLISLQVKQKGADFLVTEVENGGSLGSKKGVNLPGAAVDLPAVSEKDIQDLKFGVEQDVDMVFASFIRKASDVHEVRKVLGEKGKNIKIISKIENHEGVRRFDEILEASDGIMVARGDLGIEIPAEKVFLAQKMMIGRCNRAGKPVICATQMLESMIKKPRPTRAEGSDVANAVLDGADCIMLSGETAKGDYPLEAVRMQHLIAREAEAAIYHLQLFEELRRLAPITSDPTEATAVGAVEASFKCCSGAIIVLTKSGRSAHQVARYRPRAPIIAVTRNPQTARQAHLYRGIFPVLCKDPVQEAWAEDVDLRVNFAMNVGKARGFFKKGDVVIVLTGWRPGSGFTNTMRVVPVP
#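 Purified hPK-M2 (>95%) run at intermediate activity with 0.1 mM ADP and 0.5 mM PEP in 50 mM imidazole pH 7.2, KCl, MgCl2; 1 h room temperature. ATP formed read by Kinase-Glo luminescence; normalized to uninhibited and no-enzyme controls.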
# RORg inh: blocks mouse ROR gamma transcriptional activity | Drosophila S2 Gal4-RORgamma UAS-luciferase reporter, 20 h | Potency, µM (titrated, usually from 53.6 µM), without a hit: at the highest dose activity change, negative = inhibition, actives largely listed as inhibitors | 310,000 compounds, 5.4% hits; note: potency is the fitted concentration of half-maximal effect; % is set by controls: 0 for no effect and ±100 for the full control effect; nearly all actives have a fitted effect of over 60% in size
# Target sequence (P51450 whole entry, looked up, the tested form may be a part): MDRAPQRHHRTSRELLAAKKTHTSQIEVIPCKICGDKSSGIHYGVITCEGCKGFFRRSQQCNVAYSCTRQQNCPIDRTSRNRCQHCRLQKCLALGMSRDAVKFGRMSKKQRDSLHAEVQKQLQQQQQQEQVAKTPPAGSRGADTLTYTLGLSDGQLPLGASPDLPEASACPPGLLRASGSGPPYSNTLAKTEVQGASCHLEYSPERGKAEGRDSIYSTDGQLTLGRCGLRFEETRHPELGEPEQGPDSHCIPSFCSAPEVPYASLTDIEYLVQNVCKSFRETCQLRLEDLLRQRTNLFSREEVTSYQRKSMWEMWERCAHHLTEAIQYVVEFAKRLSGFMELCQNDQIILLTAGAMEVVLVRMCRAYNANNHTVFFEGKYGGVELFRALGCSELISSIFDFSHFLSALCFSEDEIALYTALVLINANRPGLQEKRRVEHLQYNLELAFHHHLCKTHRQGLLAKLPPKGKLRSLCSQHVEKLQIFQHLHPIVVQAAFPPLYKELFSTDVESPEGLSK
#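 Stably transfected Drosophila Schneider cells are the test system, with ROR gamma fused to Gal4 and luciferase under UAS control; luminescence is read after 20 hr of 700 uM copper sulfate induction at ambient temperature.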
# NPC1 prom act: activates the NPC1 promoter; Huh7 NPC1 promoter luciferase reporter, 24 h; Potency, µM (series often up to 9.22 µM), for the others: top-dose activation, actives largely listed as activators; 320,000 compounds, 2.4% hits; AID 485313;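 note: potency is the fitted concentration of half-maximal effect; % of control where 0% means no effect; nearly all actives have a fitted effect of over 60% in size; reporter is driven by a mutant NPC1 promoter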
#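 Cells: Huh7 expressing luciferase under the NPC1 promoter, 1500/well. Seeded 2 h, compound added, incubated 24 h at 37 °C. Luciferase reagent, 10 min ambient, then luminescence.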
# Rab9 promoter act: activates the Rab9 promoter. Huh7 Rab9 promoter-luciferase reporter, luminescence, 24 h. AID 485297. Potency, µM (titrated, usually from 9.22 µM), without a hit: at the highest dose activation, negative = inhibition, most hits filed as activators. 320,000 compounds, 2.8% hits; note: potency is the fitted concentration of half-maximal effect; % of control where 0% means no effect; nearly all actives have a fitted effect of over 60% in size
#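 Promoter activation is measured as luciferase luminescence in Huh7 cells stably transfected with a Rab9 promoter–luciferase construct, following 24 h compound exposure at 37 °C and 10 min reagent incubation at ambient temperature.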
# p53 reactivator: re-activators of mutant p53; H1299 p53-A138V BP100-luciferase reporter, luminescence, 24 h; Potency, µM (series often up to 92.2 µM), without a hit: at the highest dose activity change, positive = activation, hits mostly activators; 320,000 compounds, 0.063% hits; AID 504706; note: potency is the fitted concentration of half-maximal effect; % of control where 0% means no effect; nearly all actives have a fitted effect of over 45% in size
#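 p53-null H1299 cells stably carrying temperature-sensitive p53-A138V and a BP100-luciferase reporter were pinned with compounds (4-point, 1:5 series) and held 24 hrs at 37 deg C. Luminescence was read 10 min after detection reagent.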
# Gal4-VP16 FLuc: Gal4-VP16 reporter inhibition counter-screen; 310,000 compounds, 3.5% hits; Drosophila S2 Gal4-VP16 UAS-luciferase, luminescence, 20 h; AID 2546; Potency, µM (series often up to 53.6 µM), for the others: at the highest dose activity, negative = inhibition, actives largely listed as inhibitors;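 note: Gal4-VP16 expression switched on by copper sulfate through the metallothionein promoter; potency is the fitted concentration of half-maximal effect; % is set by controls: 0 for no effect and ±100 for the full control effect; nearly all actives have a fitted effect of over 50% in size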
# Menin-MLL TR inh: inhibitors of human menin-MLL interaction, mutant MLL peptide. Menin + Texas Red MLL mutant peptide, fluorescence polarization. Potency, µM (titrated, usually from 61.6 µM), for inactives: at the top dose FP activity change, negative = inhibition, hits mostly inhibitors. 270,000 compounds, 0.23% hits. AID 1768; active = well fitted inhibition curve with a large enough effect in the polarisation, with a control signal flat, not every such curve was filed as active; inconclusive = small, poorly fitted or top-dose-only effect, or effect the other way, or a change in a side signal; inactive = no such curve, though single readings can be large or run the other way; the % refers to the polarisation; note: potency is the fitted concentration of half-maximal effect; % of control where 0% means no effect; many of its hits are not listed in these tables
# Giardia killer: kills Giardia lamblia. Giardia lamblia trophozoite viability. activity change, % at 7.66 µM, hits read low. 340,000 compounds, 0.15% hits. AID 540267; in the data active = activity change below about -80%; inconclusive = between about -30% and that limit;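 note: parasites exposed to compound for two days anaerobically before the ATP read; % is set by controls: 0 for no effect and ±100 for the full control effect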
#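 Anaerobic 48 hrs incubation at 37 deg C of 100 trophozoites/well with test compounds; ATPLite 1-Step luminescence, 15-30 min RT, reports cellular ATP as viability.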
# * marks the source's active call; other numbers are inactive results; ? = inconclusive; . = not tested or not shown; & = joins results of further samples; [ ] = dose if it differs, or a comment. Unless noted, calls come from the whole dose curve; as a rule, active = well fitted curve in the direction sought with a large enough effect; inconclusive = small, poorly fitted or top-dose-only effect, or another doubt; inactive = no such curve, though single readings can be large; an effect the other way counts as inactive or inconclusive.
SMILES,ELG1 genotoxic,FLuc modulator,BRCA1 expr up,PKM2 act,RORg inh,NPC1 prom act,Rab9 promoter act,p53 reactivator,Gal4-VP16 FLuc,Menin-MLL TR inh,Giardia killer
CC(C#N)Sc1ccc(S(=O)(=O)N2CCCCC2)cn1 (stereo not drawn),1.2%,.,5.1%,.,.,-1.1%,-0.7%,-0.5%,.,.,8.9
COc1cccc(NC(=O)CN2CCN(S(=O)(=O)c3ccc(C(C)C)cc3)CC2)c1,-11.1%,-11.2%,-30.7%,4.4%,41.6%,-1.0%,-2.0%,8.6%,-2.2%,?,1.4
O=C(NCC1CCCO1)C1CC1(c1ccccc1)c1ccccc1 (stereo not drawn),1.0%,2.5%,1.1%,-2.5%,-24.3%,0.4%,0.9%,-10.6%,-3.1%,4.0%,14.1
COc1cccc(CC(Cc2nc3ccccc3[nH]2)c2nc3ccccc3[nH]2)c1 (stereo not drawn),-12.0%,-19.9%,-24.8%,5.5%,-6.3%,-6.7%,-0.1%,14.5%,7.8%,1.0%,8.5
COc1ccccc1-c1c(C)oc2c(CN3CCN(C)CC3)c(O)ccc2c1=O,-1.9%,-1.6%,2.7%,-9.9%,-37.8%,-1.2%,-7.9%,2.4%,5.5%,7.3%,-4.0
N#Cc1ccc(OC(=O)c2cnccn2)cc1,-1.0%,-4.5%,-3.1%,-0.2%,-17.3%,5.3%,-2.4%,-1.6%,8.3%,-8.8%,-7.4
O=C(COC(=O)CC1SC(N2CCCC2)=NC1=O)Nc1ccc(Br)cc1 (stereo not drawn),1.2%,5.5%,31.6%,.,.,-8.3%,12.5%,-3.9%,.,.,11.9
O=C(NC1CCCC1)C(c1cccs1)N(Cc1ccco1)C(=O)Cn1nnc(-c2cccs2)n1 (stereo not drawn),-4.7%,2.6%,-68.8%,7.8%,1.0%,9.3%,0.8%,-1.4%,0.6%[0.365 µM],-7.1%,11.1
COc1cc(CCCN2C(N)=NC[C@@H]2c2ccccc2)cc(OC)c1OC,1.5%,-0.7%,5.8%,4.7%,-2.4%,-3.6%,-4.1%,3.0%,-3.1%,.,2.7
CCOc1ccc2c(c1)c(N=O)c(O)n2C,8.7%,2.1%,-27.5%,-3.4%,-19.5%,-1.6%,-2.1%,-14.1%,3.0%,0.9%,2.2
Cc1cc([N+](=O)[O-])nn1CC(=O)NC(C)c1ccccc1 (stereo not drawn),1.6%,2.8%,-28.0%,-0.6%,3.4%,-2.0%,7.2%,-1.0%,5.1%,1.9%,24.8
Cc1nn(S(=O)(=O)c2cccs2)c(C)c1Sc1ccccc1,1.3%,-1.6%,.,15.8µM*,?,0.1%,-3.7%,8.9%,-1.6%,-21.8%,.
COc1ccccc1/C=C/C=N/n1c(-c2n[nH]c3c2CCC3)n[nH]c1=S,2.8%,?,-46.1%,0.6%,-29.6%,-6.1%,-7.0%,3.2%,0.3%,.,-6.9
COc1ccc(Cl)cc1NC(=O)Nn1cnnc1,-2.7%,2.3%,-23.8%,-1.8%,21.8%,0.8%,10.1%,-2.4%,9.0%,-4.7%,5.8
CCOC(=O)c1ccc(N2C(=O)CC(Nc3ccc(O)cc3)C2=O)cc1 (stereo not drawn),0.3%,3.3%,-24.7%,1.0%,0.7%,-3.3%,2.8%,-2.3%,-7.0%,.,-21.4
O=C(Nc1ccc(-n2ccc(C(F)(F)F)n2)cc1)c1cccs1,?,10.7µM*,6.31µM*,-1.9%,43.5%,2.82µM*,3.16µM*,4.4%,-17.6%,.,6.2
C/C(=N\NC(=O)CCCOc1ccc(Cl)cc1C)c1ccc(C)o1,-2.0%,-12.8%,-14.9%,-2.7%,25.2%,-1.6%,-6.2%,-0.4%,-28.5%,5.6%,4.1
O=C(CCc1nnc(CCc2ccccc2)o1)NC(c1cccnc1)C(F)(F)F (stereo not drawn),-0.1%,1.4%,1.7%,-2.7%,26.4%,1.5%,13.4%,-0.5%,-9.5%,.,13.8
CN(C)CCNc1c2c(nc3nnnn13)CCCC2,17.5%,0.3%,15.9%,5.2%,-22.4%,-0.6%,0.7%,2.2%,9.3%[10 µM],5.2%,-28.4
O=C1C=C(Nc2ccccc2O)c2ccccc2C1=O,-15.8%,-17.2%,-109.1%[inhibitor],-6.3%,?,-17.2%,-12.6%,-10.6%,10µM*,?,-15.1
N#CCSc1nc(-c2ccccc2)nc2ccccc12,-3.1%,?,-30.0%,0.6%[11.5 µM],-1.3%,-3.0%,-2.1%,.,1.1%,?,-9.7
NC(=O)C1CCN(C(=O)CNC(=O)c2ccc(Br)o2)CC1,-2.3%,4.9%,0.8%,.,.,-2.6%,1.0%,-2.4%,.,.,1.8
CN(CC(=O)Nc1ccccc1)CC(=O)Nc1ccc(F)cc1,-1.2%,2.7%,-13.4%,.,11.9%,-2.0%,7.0%,-3.2%,3.0%,10.0%,-4.9
CCn1c(=O)c2ccccc2n(Cc2cccc([N+](=O)[O-])c2)c1=O,-1.3%,-0.7%,-6.7%,.,-6.9%,-1.9%,-3.9%,4.8%,1.0%,21.5%,-8.3
Cc1ccc(N2C(=O)C3ON(c4ccccc4)C(CC(C)C)C3C2=O)cc1 (stereo not drawn),0.1%,6.2%,2.3%,2.6%,14.0%,-2.8%,-2.8%,3.6%,-0.1%,.,-23.2
CCOC(=O)c1c(COC(=O)c2ccco2)nc2ccccc2[n+]1[O-],0.1%,0.7%,-19.9%,2.2%,27.8%,0.9%,-6.8%,?,17.6%,-19.0%,-1.8
Cc1ccc(C(=O)Nc2ccc(Nc3ccccc3)cc2)c(Cl)c1,0.2%,-15.8%,6.8%,-1.0%,-10.3%,1.9%,6.8%,.,-6.2%,?,1.3
CCc1noc(C)c1C(=O)Nc1cc(C(F)(F)F)ccc1-n1cncn1,10.4%,0.7%,-13.2%,.,.,-0.8%,0.3%,-5.3%,.,.,-5.6
NC(=O)CSc1nc2ccc([N+](=O)[O-])cc2[nH]1,6.3%,-7.4%,2.5%,10.6%,0.1%,0.0%,-6.2%,-0.9%,-0.4%[10 µM],9.7%,16.6
Cc1ccc(S(=O)(=O)N2CCCCC2)cc1NC(=O)CCc1nc2ccccc2c(=O)[nH]1,2.3%,9.4%,-0.5%,.,.,-7.8%,-6.1%,-1.0%,.,.,-3.4
CCC1=NN2C(=N)/C(=C/c3ccc(OS(=O)(=O)c4ccccc4)cc3)C(=O)N=C2S1,0.0%,-2.0%,16.2%,.,-8.0%,-3.1%,-0.2%,4.6%,4.0%,-13.8%,-14.5
COc1ccc(C(NC(=O)C2C3C=CC(C3)C2C(=O)O)c2ccccc2)cc1 (stereo not drawn),-0.2%,-5.9%,-15.6%,0.8%,-4.8%,-4.1%,-3.0%,-2.4%,-5.0%,?,4.3
O=C(NCC1CCCO1)c1ccccc1-c1nc(-c2ccc(F)cc2)no1 (stereo not drawn),-5.0%,?,-17.4%,1.5%,7.6%,0.9%,-1.4%,-1.0%,-2.8%,0.8%,-11.7
COc1ccc(C(=O)/C=C/c2ccc(OC3CSC3)cc2)cc1OC,5.7%,?,-32.3%,-3.2%,?,-2.6%,-5.0%,-6.4%,?,-10.2%,-7.0
O=C(CC1c2ccccc2Oc2ccccc21)N1CCN(c2ccccn2)CC1,-6.7%,-2.5%,-38.9%,-13.9%,-42.1%,-2.2%,4.5%,-2.0%,?,-21.4%,-10.5
CCCCC(=O)OCc1nc(N)nc(Nc2ccccc2C)n1,?,19µM*,0.5%,-2.7%,-21.3%,1.8%,1.8%,22.4%,-11.9%,6.7%,8.0
CCN(CC)CCCNC(=O)c1cc2nc3c(c(C(F)(F)F)n2n1)CCc1ccccc1-3,6.5%,-1.3%,-50.5%,-2.5%,-11.1%,-2.4%,3.1%,-1.1%,-9.4%,-10.5%,12.2
O=C(NC1CCCCC1)C(c1ccc(F)cc1)N(C(=O)c1csnn1)C1CCCC1 (stereo not drawn),-3.0%,1.0%,-8.3%,.,-25.7%,0.0%,0.2%,-0.4%,-3.5%,?,-7.9
CC(=O)Nc1ccc(NC(=O)CCSCCc2ccccn2)cc1,0.1%,-1.8%&-0.8%,-5.0%,0.6%,-10.5%,1.8%,0.6%,0.9%,-0.9%,1.5%,-7.0
CC(C)(C)SCCNC(=O)CN(c1ccccc1)S(=O)(=O)c1ccc(F)cc1,3.9%,-0.8%,-3.9%,10.6%,-29.3%,1.1%,-9.4%,-3.8%,-3.0%,-3.5%,-18.2
CC1CCc2c(sc(NC(=O)c3ccc(-c4ccccc4[N+](=O)[O-])o3)c2C#N)C1 (stereo not drawn),-4.0%,10.7µM*,0.0%,-8.5%,27.3%,3.9%,14.2%,1.2%,-9.5%,74.9%[activator],4.2
COc1ccc2c(c1OC)C(=O)N(c1ncn[nH]1)C2,0.6%,1.3%,3.1%,-19.9%,14.4%,2.4%,-0.5%,18.6%,-0.1%,-8.1%,9.9

# From PubChem BioAssay

# The list is partial; count on the stated rates, not on these rows.
